Screening data deposited in PubChem BioAssay by National Center for Advancing Translational Sciences (NCATS).
HCV inhibitor – qHTS Assay for Inhibitors of Hepatitis C Virus (HCV); Huh7.5.1 HCVcc-Cre infection, luciferase reporter, 44 h; Potency, µM (series often up to 41.8 µM), for the others: top-dose activity change, negative = inhibition, hits mostly inhibitors; 340,000 tested, 3.4% active; AID 651820, 2012
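Reporter virus HCVcc-Cre (~0.5 moi) infects cells exposed to compound; seeding density 1,000 cells/well with 4 h settling beforehand. Luminescence, 15 sec read, taken 44 h post-infection following a 15 min RT substrate incubation.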
Pf growth 96h – Primary qHTS for delayed death inhibitors of the malarial parasite plastid, 96 hour incubation. Potency, µM (series often up to 28.7 µM), for the others: at the highest dose activity change, negative = inhibition, actives largely listed as inhibitors. P. falciparum luciferase reporter growth, 96 h. 320,000 tested, 6.9% active
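Cell-based qHTS: luciferase-tagged P. falciparum in erythrocytes (2% hematocrit, 0.05% parasitemia final) incubated with compounds for 96 hours, 37 C, 5% CO2; luciferase detection reagent then added and luminescence measured.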
LmPK inhibitor – qHTS Assay for Inhibitors of Leishmania Mexicana Pyruvate Kinase (LmPK); Q27686; Potency, µM (top dose mostly 57.5 µM), for inactives: at the top dose activity change, negative = inhibition, actives largely listed as inhibitors; purified LmPK, Kinase-Glo ATP luminescence, 1 h; 290,000 tested, 0.37% active
Target sequence (Q27686 whole entry, looked up): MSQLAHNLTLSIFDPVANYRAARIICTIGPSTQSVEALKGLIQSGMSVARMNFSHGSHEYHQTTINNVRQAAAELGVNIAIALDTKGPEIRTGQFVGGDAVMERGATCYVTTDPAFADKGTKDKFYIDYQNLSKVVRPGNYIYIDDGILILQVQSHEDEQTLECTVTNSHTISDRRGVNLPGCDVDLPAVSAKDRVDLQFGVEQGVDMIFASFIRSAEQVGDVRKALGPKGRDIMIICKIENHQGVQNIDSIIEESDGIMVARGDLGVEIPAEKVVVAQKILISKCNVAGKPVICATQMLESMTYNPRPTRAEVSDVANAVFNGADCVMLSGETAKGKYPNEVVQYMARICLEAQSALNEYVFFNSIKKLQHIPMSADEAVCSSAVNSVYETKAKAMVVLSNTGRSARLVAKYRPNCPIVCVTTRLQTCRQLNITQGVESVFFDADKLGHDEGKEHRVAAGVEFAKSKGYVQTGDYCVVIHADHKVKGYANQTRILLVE
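Kinase-Glo luminescence read after 1 h RT reaction of 0.1 nM LmPK with 0.5 mM PEP and 0.1 mM ADP. Activity scaled between uninhibited and enzyme-free controls.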
Pf growth 48h – Primary qHTS for delayed death inhibitors of the malarial parasite plastid, 48 hour incubation | P. falciparum luciferase growth in erythrocytes, 48 h | Potency, µM (highest dose often 28.7 µM), inactives show top-dose activity change, negative = inhibition, actives largely listed as inhibitors | 310,000 tested, 5.9% active
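Read-out is firefly luciferase luminescence from an integrated reporter in P. falciparum, so falling signal marks reduced parasite growth. Infected erythrocytes were at 2% hematocrit and 0.1% parasitemia (final) in Albumax-supplemented RPMI 1640.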
Tb PYK inh – qHTS of Trypanosoma Brucei Inhibitors; TbPYK enzyme, Kinase-Glo Plus ATP luminescence, 45 min; 410,000 tested, 0.12% active; pyruvate kinase (Trypanosoma brucei), Q57TT1; Potency, µM (doses to about 76.8 µM), for the others: top-dose activity, negative = inhibition, most hits filed as inhibitors; further: nearly all actives have a fitted effect of over 50% in size
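Screened from lowest to highest concentration, compounds were pinned into TbPYK/substrate mixtures, and ADP (130 uM final) was added. Plates sat at room temperature for 45 min prior to Kinase-Glo Plus detection by luminescence.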
Sm TGR inh – qHTS Assay for the Inhibitors of Schistosoma Mansoni Peroxiredoxins; Schistosoma mansoni thioredoxin glutathione reductase (TGR), Q962Y6; purified TGR, DTNB reduction, TNB absorbance 405 nm; Potency, µM (series often up to 114 µM), for inactives: at the top dose activity change, negative = inhibition, actives largely listed as inhibitors; 360,000 tested, 3% active; further: nearly all actives have a fitted effect of over 60% in size
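Kinetic colorimetric format: TGR-catalysed, NADPH-driven DTNB reduction monitored via TNB absorbance. Enzyme dispensed at 20 nM; compound exposure 15 min at room temperature before reaction start.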
An asterisk follows results filed as active; ? = inconclusive; . = no result given; & = joins results of further samples; [ ] = another dose, or the depositor's remark. The call rests on the fitted dose curve; in most records, active means well fitted curve in the direction sought with a large enough effect; inconclusive means small, poorly fitted or top-dose-only effect, or another doubt; inactive means no such curve, though single readings can be large; an effect the other way counts as inactive or inconclusive. On the % scale 0 is the no-effect control and ±100 the full control effect; potency means the concentration at half of the fitted maximal effect.

Structure | HCV inhibitor | Pf growth 96h | LmPK inhibitor | Pf growth 48h | Tb PYK inh | Sm TGR inh
CN1/C(=C/C(=O)CSc2ccccc2C(=O)O)C(C)(C)c2ccccc21 | 12% | 44%[activator] | 2% | -5% | -3% | ?
COc1ccc(N=C2SC(CC(=O)Nc3ccccc3)C(=O)N2CC2CCCO2)cc1 (stereo not given) | -28% | ? | 3% | 12µM* | -9% | -22%
O=C(Oc1ccc2ccccc2c1)C1CCC1 | 12% | 36%[activator] | 2% | 12% | 1% | -1%
CCc1ccc(NC(=O)Cn2cnc3sc(C)c(S(=O)(=O)N4CCOCC4)c3c2=O)cc1 | 1% | 11% | 5% | -10% | -5% | 1%
O=C(N/N=C/c1cccs1)C(O)c1ccccc1 (stereo not given) | 27% | 25% | 5% | 19% | 2% | -2%
CCc1cc2c(=O)[nH]c(Cc3ccc(OC)cc3)nc2s1 | -3% | 11% | -4% | -7% | -10% | -2%
COc1ccc2c(c1)Sc1ccccc1N2CCN(C)C | ? | 53%[activator] | -2% | ? | -14% | -5%
Cc1ccc(-n2nc(N)c3c(=O)oc(N(C)C)nc32)cc1 | -7% | 193%[activator] | -2% | 53%[activator] | 1% | -25%

An excerpt of these results, with two lines to a compound.
Each structure is followed by: HCV inhibitor | Pf growth 96h | LmPK inhibitor | Pf growth 48h | Tb PYK inh | Sm TGR inh
O=C(N/N=C/c1cccs1)C(O)c1ccccc1 (stereo not given)
→ 27% | 25% | 5% | 19% | 2% | -2%
CCc1cc2c(=O)[nH]c(Cc3ccc(OC)cc3)nc2s1
→ -3% | 11% | -4% | -7% | -10% | -2%
COc1ccc2c(c1)Sc1ccccc1N2CCN(C)C
→ ? | 53%[activator] | -2% | ? | -14% | -5%

The results go on.
Structure | HCV inhibitor | Pf growth 96h | LmPK inhibitor | Pf growth 48h | Tb PYK inh | Sm TGR inh
COc1cccc(C2C3=C(N=c4s/c(=C\c5cccc(O)c5)c(=O)n42)c2ccccc2CC3)c1OC (stereo not given) | ? | ? | 0% | 2.3µM* | -6% | -2%
CC(=O)c1ccc(N2CCN(C(=O)COc3ccc(F)cc3)CC2)c(F)c1 | -16% | . | 0% | ? | -4% | 0%
COc1cccc(C(=O)CN2CCN(S(=O)(=O)c3ccc(Br)cc3)CC2)c1 | 20% | 53%[activator] | 7% | -2% | 2% | 14µM*
CCOC(=O)c1ccc(NC(=O)Nc2ccn(C)n2)cc1 | -4% | -4% | -10% | -9% | -3% | 0%
CNC(=O)C(=O)Nc1c(O)c2ccccc2[nH]c1=O | 23% | 9% | -1% | -2% | -1% | 7%
COc1ccccc1NC(=O)N1CCN(c2ccc3nnc(-c4ccc(F)cc4)n3n2)CC1 | -19% | ? | 2% | ? | 25%&-2% | 11%&-10%
Cc1cc(NC(=O)c2ccc(Cl)cc2)no1 | 8% | 15% | -1% | 107%[activator] | -1% | 3%
O=[N+]([O-])c1ccc(C[n+]2cccc(O)c2)cc1 | 2% | 50%[activator] | . | 22% | 1% | -2%
CC(=O)c1cc(C#N)c(N(C)Cc2ccccc2)nc1C | -23% | -3% | 3% | -9% | -5% | 5%
CCn1c2ccccc2c2cc(C3C(C#N)=C(N)OC4=C3C(=O)CC(C)(C)C4)ccc21 (stereo not given) | . | 136%[activator] | -4% | 28% | . | 0%
CCOc1ccccc1N(C(=O)Nc1cccc(Cl)c1)C1=NC(C)CS1 (stereo not given) | 8% | ? | 4% | 10% | -4% | 1%
Cc1cc(C(=O)COC(=O)C2CCN(C(=O)c3ccc(Cl)cc3)CC2)c(C)n1CC1CCCO1 (stereo not given) | -2% | -18% | 5% | -4% | -1% | ?
CCOc1ccc(S(=O)(=O)/N=C(/c2ccccc2)N(C)C)cc1 | 12% | ? | -10% | -4% | -4% | 0%
Cc1cccc(N2C(=O)NC(=O)/C(=C\c3cc(C)n(-c4sc5c(c4C#N)CCCC5)c3C)C2=O)c1C | -3% | -24% | 0% | 5% | 0% | ?
O=C(NCc1ccc2c(c1)OCO2)C1CC(c2ccc(Cl)c(Cl)c2)=NO1 (stereo not given) | -9% | 2% | -2% | 4% | 1% | 11%
CCO[C@@H]1OC(C(N)=O)=C[C@H](C2CCCCC2)[C@H]1CCCO | 28% | -22% | -1% | ? | -8% | 5%

Continued (7 carried over from the part before).
Structure | HCV inhibitor | Pf growth 96h | LmPK inhibitor | Pf growth 48h | Tb PYK inh | Sm TGR inh
CCn1c2ccccc2c2cc(C3C(C#N)=C(N)OC4=C3C(=O)CC(C)(C)C4)ccc21 (stereo not given) | . | 136%[activator] | -4% | 28% | . | 0%
CCOc1ccccc1N(C(=O)Nc1cccc(Cl)c1)C1=NC(C)CS1 (stereo not given) | 8% | ? | 4% | 10% | -4% | 1%
Cc1cc(C(=O)COC(=O)C2CCN(C(=O)c3ccc(Cl)cc3)CC2)c(C)n1CC1CCCO1 (stereo not given) | -2% | -18% | 5% | -4% | -1% | ?
CCOc1ccc(S(=O)(=O)/N=C(/c2ccccc2)N(C)C)cc1 | 12% | ? | -10% | -4% | -4% | 0%
Cc1cccc(N2C(=O)NC(=O)/C(=C\c3cc(C)n(-c4sc5c(c4C#N)CCCC5)c3C)C2=O)c1C | -3% | -24% | 0% | 5% | 0% | ?
O=C(NCc1ccc2c(c1)OCO2)C1CC(c2ccc(Cl)c(Cl)c2)=NO1 (stereo not given) | -9% | 2% | -2% | 4% | 1% | 11%
CCO[C@@H]1OC(C(N)=O)=C[C@H](C2CCCCC2)[C@H]1CCCO | 28% | -22% | -1% | ? | -8% | 5%
O=C(Nc1ccnc(-c2cccnc2)n1)c1ccccc1Cl | ? | ? | -4% | 4% | 2% | 12%
CC(=O)c1c(C)n([O-])c2ccc(C)cc2[n+]1=O | 13% | ? | 7% | 21% | 3% | 0%
COc1ccc(-n2nc(C(=O)NCC(=O)N3CCC(C(N)=O)CC3)c3ccccc3c2=O)cc1OC | 12% | 32%[activator] | -1% | 44%[activator] | -2% | 0%
O=C(O)c1cnc(-c2ccccc2)nc1Oc1ccc(Cl)cc1 | 21% | 50%[activator] | 1% | 2% | -9% | 8%
CN(C(=O)CSc1nnc(-c2ccco2)n1N)C1CCCCC1 | 1% | -15% | 7% | 0% | -2% | 0%
Cc1ccccc1C(=O)NNC(=S)NC(=O)c1ccc(Cl)cc1Cl | 0.56µM* | -29% | 3% | . | -14% | -7%
COc1ccc(-c2csc(NC(=O)CN3C(=O)NC4(CCCC4)C3=O)n2)cc1OC | ? | -12% | . | -21% | 1% | -28%
Cc1cnc(CN(C)Cc2c(C(=O)N3CCc4ccccc4C3)nc3ccc(Cl)cn23)[nH]1 | ? | 34% | 3% | 0% | -4% | 0%
Cc1cccc(CCNC(=O)c2cccc3c2C(=O)N(C2CCCCC2)C3)c1 | ? | -21% | -4% | ? | 2% | -7%
O=C1NC(=O)C(CCc2ccncc2)(Cc2ccc(OCc3ccccc3)cc2)C(=O)N1 | 8% | ? | 4% | ? | -1% | 6%
O=C(Nc1ccccc1)c1cccc(N2C(=O)C3C4C=CC(C5CC45)C3C2=O)c1 (stereo not given) | ? | ? | 5% | -20% | -1% | 3%
Cc1ccc2nc(N(CCCN(C)C)C(=O)c3cc(-c4cccs4)nc4ccccc34)sc2c1 | 11µM* | 13µM* | -3% | -29% | -6% | 1%
CCC1CCCCN1C(=O)c1cc2c(=O)n3cccc(C)c3nc2s1 (stereo not given) | 11% | ? | -5% | ? | -7% | -18%
O=C(NNC(=O)c1ccccc1F)c1ccc2[nH]c(=O)c(=O)[nH]c2c1 | 23% | 36%[activator] | 5% | ? | 4% | -10%
COc1cc(OC)c(C2C(C#N)=C(C)NC(C)=C2C#N)c(C(=O)O)c1 | 21% | 8% | -1% | 38%[activator] | 1% | 38%[activator]
Cc1nc2sccn2c(=O)c1CCN1CCC(=C(c2ccccc2)c2ccc(F)cc2)CC1 | 1%[8.37 µM] | 15µM* | -2% | 15µM* | . | -10%
Cc1nn(CCCC(=O)Nc2cccnc2Cl)c(C)c1[N+](=O)[O-] | 4% | ? | 1% | -2% | -10% | 5%
COCCNC(=O)c1cn(C)c2ccccc2c1=O | -7% | ? | -7% | 28% | 1% | 9%
COc1cc(OC)cc(-n2nnnc2SCC(=O)NC2CCCC2)c1 | ? | . | 1% | -2% | -3% | 9%
CC1CCC(NC(=O)c2ccc3c(c2)OCO3)CC1 (stereo not given) | -8% | 1% | -13% | 195%[activator] | 0% | 5%
COC(=O)CSc1nnc(-c2ccc(OC)c(OC)c2)o1 | 2% | -6% | -12% | 12% | 5% | .
S=c1[nH]nc(-c2ccc(Cl)cc2)n1-c1ccc2c(c1)OCCO2 | 18% | ? | ? | -7% | ? | 0%
COc1ccc(NC(=O)c2cc(-c3cccnc3)nc3ccc(C)cc23)cc1OC | ? | ? | 1% | ? | 3% | -3%
Cc1cccn2c(/C=N/OCc3cccc(F)c3)c(-c3ccc(Cl)cc3)nc12 | 6% | ? | 0% | ? | -3% | -4%
Cc1coc2c1c(C)cc1oc(=O)c(CC(=O)N[C@@H](CC(C)C)C(=O)O)c(C)c12 | 11% | 0% | 5% | 25% | 3% | -4%
CCOC(=O)c1ccc2nc(C)c(CC)c(Cl)c2c1 | -12% | 52%[activator] | -2% | 51%[activator] | 0% | 18%
O=C1C(Cl)=C(N2CCOCC2)C(=O)N1c1cccc(Cl)c1 | 6% | -6% | -1% | ? | 6% | ?
COc1ccc(C(=O)/C=C/Nc2ccc(S(N)(=O)=O)cc2)cc1OC | 15% | ? | -1% | -8% | 4% | -4%
CC(=O)Nc1ccc(NC(=O)C(C)OC(=O)c2c(C)nn(-c3ccccc3)c2Cl)cc1 (stereo not given) | -7% | ? | . | ? | -2% | 1%
CCN1C(=O)N[C@@H](c2ccco2)C(C(C)=O)=C1C | -3% | . | 1%[11.5 µM] | . | 3% | .
O=C(NC(=S)Nc1cc(S(=O)(=O)N2CCOCC2)ccc1O)c1ccco1 | 4% | -49%[5.75 µM] | -3% | -11% | -29% | 23%
CCC(CC)C(=O)Nc1ccc(-c2cn3cccnc3n2)cc1 | 10% | 364%[activator] | 1% | 22% | 3%&-1% | 6%&2%
CCOC(=O)c1ccc(NC(=O)CNC(=O)c2ccccc2)cc1 | 18% | ? | 3% | 36%[activator] | 2% | 7%
COc1ccc(CC(=O)Oc2ccc(F)cc2)cc1 | 18% | -6% | -4% | 10% | -1% | 0%
Cc1ccc(-n2cc(CN3CCCN(C=O)CC3)c(-c3ccc(F)cc3)n2)cc1 | 12% | ? | 8% | 0% | 6% | -25%
O=C1C2C3C=CC(C3)C2C(=O)N1c1cccc2ccccc12 (stereo not given) | 0% | 3% | 1% | 46%[activator] | -1% | 4%
CC(C)n1c(-c2ccccc2F)n[nH]c1=S | 3% | 70%[activator] | ? | 6% | ? | -6%
OCC(CO)(CO)NCC(O)CN1c2ccccc2Sc2ccccc21 (stereo not given) | 6% | -11% | -2% | -1% | -9% | 8%
CN1C(=O)/C(=C/c2ccc3c(c2)OCO3)N=C1c1ccccc1 | -2% | 52%[activator] | 1% | 12% | -1% | -5%
